Compound activity from PubChem.
FEN1 inh: blocks human flap endonuclease 1 | P39748 | Recombinant FEN1 flap cleavage, fluorescence, 15 min | Potency, µM (titrated, usually from 114 µM), without a hit: top-dose activity change, negative = inhibition, usual class: inhibitors | 390,000 tested, 0.35% active; note: nearly all actives have a fitted effect of over 65% in size
Target sequence (P39748 whole entry, looked up): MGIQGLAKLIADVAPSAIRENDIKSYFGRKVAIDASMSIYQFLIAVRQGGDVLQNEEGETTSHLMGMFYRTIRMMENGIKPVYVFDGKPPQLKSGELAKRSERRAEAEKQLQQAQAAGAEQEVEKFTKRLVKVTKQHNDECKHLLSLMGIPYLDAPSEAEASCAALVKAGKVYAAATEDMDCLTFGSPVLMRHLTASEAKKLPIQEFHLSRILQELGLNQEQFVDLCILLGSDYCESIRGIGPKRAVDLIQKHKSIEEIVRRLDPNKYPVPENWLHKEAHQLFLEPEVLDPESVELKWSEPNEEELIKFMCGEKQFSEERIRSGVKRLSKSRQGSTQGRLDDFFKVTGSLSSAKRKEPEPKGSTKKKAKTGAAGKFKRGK
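Steps: FEN1 (10 nM) dispensed; compound added by pin tool; 15 min at room temperature; substrate added to 50 nM final; reads at 0 min and 15 min; data normalized and fitted (four-parameter Hill).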
N370S GC: N370S glucocerebrosidase modulation, Gaucher chaperone candidate; N370S GC spleen homogenate, 4MU-glucoside fluorescence; Potency, µM (highest dose often 59.4 µM), inactives show top-dose activity change, negative = inhibition, most hits filed as inhibitors; 330,000 tested, 0.092% active; AID 2101;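 note: 0% = full enzyme activity and -100% = no enzyme basal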
KAT2A inh: inhibitors of human GCN5L2 histone acetyltransferase; 390,000 tested, 0.21% active; AID 504327; Q92830; GCN5L2 HAT assay, ThioGlo1 CoA-SH fluorescence; Potency, µM (highest dose often 58.9 µM), inactives show at the top dose activity change, negative = inhibition, most hits filed as inhibitors
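Compounds, pin-transferred from DMSO stocks, meet 20nM GCN5L2 for 15 min before the reaction begins with H3(1-25) peptide (75uM) and acetyl-CoA (70uM). Thiol-reactive ThioGlo1 reports CoA release over 20 min at room temperature.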
Active calls of the source: *; u = inconclusive; x = no result given; & = joins results of further samples; [ ] = dose if it differs, or a comment. Calls come from the whole dose curve; as a rule, active = well fitted curve in the direction sought with a large enough effect; inconclusive = small, poorly fitted or top-dose-only effect, or another doubt; inactive = no such curve, though single readings can be large; an effect the other way counts as inactive or inconclusive. Unless noted, % is set by controls: 0 for no effect and ±100 for the full control effect; potency is the fitted concentration of half-maximal effect. Hits appear at their usual frequency; about 0.54% have a hit in one of these screens.

# | mol | FEN1 inh | N370S GC | KAT2A inh
1 | CCCCOc1cccc(C(=O)NC(=S)Nc2ccc(Cl)c(C(=O)O)c2)c1 | 6% | 6% | -1%
2 | Cc1nn(C)cc1/C=C/C(=O)c1ccccc1 | 6% | 1% | -1%
3 | CCOc1ccc(-c2nc(CSCC(=O)NCCCN3CCCC3=O)c(C)o2)cc1 | 4% | -11% | -2%
4 | COc1ccc(N(CC(=O)N/N=C/c2cc(Br)c(C)o2)S(=O)(=O)c2ccc(NC(C)=O)cc2)cc1 | -3% | u | 26%
5 | O=C(CSc1ncccn1)Nc1cccc2ccccc12 | 2% | 1% | -1%
6 | O=C(COc1ccc([N+](=O)[O-])cc1)Nc1ccc(N2CCN(C(=O)c3ccco3)CC2)cc1 | -2% | -6% | 0%
7 | O=C(Nc1cc(-c2ccccc2)nn1-c1ccccc1)c1ccccc1F | -29% | -3% | u
8 | O=C(O)CSCC(=O)N1CCN(S(=O)(=O)c2cc(Cl)cc(Cl)c2)CC1 | -3% | 2% | -1%
9 | CCN(CC)C(=O)COc1cc(C)cc2oc(=O)cc(-c3ccccc3)c12 | 1% | 7% | -6%
10 | Cc1nn(Cc2ccc(Cl)cc2Cl)c(C)c1NC(=O)c1ccc(COc2cc(Cl)ccc2Cl)o1 | 8% | 8% | -2%
11 | CC(C)NC(=O)c1cnc2sc(N3CCCCCC3)nn2c1=O | -2% | x | -21%
12 | CC(C)OCCCNC(=O)CCc1nc(-c2ccccc2)no1 | 3% | 22% | -2%
13 | O=c1[nH]c(Cc2ccccn2)nc2scc(-c3ccc(Cl)cc3)c12 | -3% | -14% | -2%
14 | Cc1ccc(C)c(CN2C(=O)C(C)Oc3ccc(C)cc32)c1 (stereo not drawn) | 2% | -7% | 3%
15 | CC(=O)N1N=C(c2ccc(NS(C)(=O)=O)cc2)CC1c1ccc2nccnc2c1 (stereo not drawn) | -17% | 1% | 1%
16 | COc1ccc(C(C(=O)NC2CCCC2)N(Cc2ccccc2)C(=O)c2nsc(Cl)c2Cl)cc1 (stereo not drawn) | -16% | -6% | -17%
17 | O=C(COC(=O)c1cc([N+](=O)[O-])ccc1N1CCOCC1)c1ccc(OC(F)F)cc1OC(F)F | -10% | 3% | -6%
18 | CCN(CC)S(=O)(=O)c1cccc(NN=c2c(=O)c3ccccc3c2=O)c1 | 0% | 2% | -7%
19 | O=C(CCN1CCOCC1)Nc1ccccc1 | -1% | 2% | 34%[activator]
20 | O=C(COc1cc2oc(=O)c3c(c2cc1Cl)CCC3)Nc1cccnc1 | -1% | 1% | -1%

2 entries picked at random from those above, as already listed:
# | mol | FEN1 inh | N370S GC | KAT2A inh
1 | CCCCOc1cccc(C(=O)NC(=S)Nc2ccc(Cl)c(C(=O)O)c2)c1 | 6% | 6% | -1%
5 | O=C(CSc1ncccn1)Nc1cccc2ccccc12 | 2% | 1% | -1%

The list continues.
# | mol | FEN1 inh | N370S GC | KAT2A inh
21 | CCC(C)NS(=O)(=O)c1ccc(OCC(=O)NCc2ccc(OC)cc2)cc1 (stereo not drawn) | -6% | 6% | -14%
22 | COc1ccc(CC(=O)Nc2nc(-c3cc(OC)ccc3OC)cs2)cc1 | -6% | 1% | -14%
23 | CC(=O)c1cccc(N(C(=O)c2cnccn2)C(C(=O)NCc2ccccc2)c2ccco2)c1 (stereo not drawn) | 2% | 1% | -23%
24 | Cc1ccc2c(c1)nnn2C1CCN(S(=O)(=O)c2ccc(C(=O)N3CC(C)CC(C)C3)cc2)CC1 (stereo not drawn) | -2% | 2% | -10%
25 | CN(CCOc1ccccc1)C(=O)c1ccc(N2CCCC2)c([N+](=O)[O-])c1 | -18% | 2% | 0%
26 | CCCNc1nc2c(c(=O)[nH]c(=O)n2C)n1CCC(C)C | 4% | 3% | 1%
27 | CC(C)Sc1n[nH]c(=O)n1-c1cccc(C(F)(F)F)c1 | 2% | 1% | -12%
28 | COc1ccc(N(C(C)C(=O)NN=C2CCCCCCC2)S(C)(=O)=O)cc1 (stereo not drawn) | -12% | -6% | -6%
29 | OCC1(CO)COC2(CCCC2)N1 | 1% | 6%&-1% | -5%&-9%
30 | O=C(/C=C/N1CCOCC1)c1ccc(-c2ccccc2)cc1 | -13% | 3% | -20%
31 | COc1ccc(/C=N/n2c(N)c(S(=O)(=O)c3cccs3)c3nc4ccccc4nc32)cc1OC | 12% | -4% | -1%
32 | Cn1nc(C(=O)NC(C)(C)C)c2ccccc21 | -5% | 8% | -1%
33 | CCn1nnc2cc(C(=O)Nc3ccc(Cl)cc3C)ccc21 | 18% | x | 39%[activator]
34 | CC1(C)NC(=O)N(CCC(=O)Nc2cc(C(F)(F)F)ccc2Cl)C1=O | 15% | x | -1%
35 | CCN1C(=O)C2(C(C(=O)c3ccc(C)o3)=C(O)C(=O)N2CCCN(C)C)c2ccccc21 (stereo not drawn) | 4% | -14% | -5%
36 | CCCCn1c(N)c(N(CCOC)C(=O)c2oc3ccc(OC)cc3c2C)c(=O)[nH]c1=O | -7% | -14% | 0%
37 | Cc1cc(C(=O)NC2CCCc3c2cnn3-c2cc(F)cc(F)c2)nn1C (stereo not drawn) | 0% | 2% | -8%
38 | CN(C)CCCO[C@H]1[C@@H]2OC(C)(C)O[C@@H]2O[C@@H]1[C@H](O)CO | x | 4%[21.6 µM] | 0%[21.4 µM]
39 | Cc1c(/C=N/NC(=O)c2cc(=O)[nH]c(=O)[nH]2)c2ccccn2c1C(=O)c1ccccc1 | -10% | -11% | 1%
40 | COc1ccc(C(=O)N/C(=C/c2ccco2)C(=O)NC2CCS(=O)(=O)C2)cc1 (stereo not drawn) | -7% | -6% | -8%
41 | O=C(Cn1ccc2cc(S(=O)(=O)N3CCCCC3)ccc21)NCCc1ccccc1Cl | -10% | x | -5%
42 | COC(=O)C1CCN(C(=O)CN(C)Cc2ccc(C(C)(C)C)cc2)CC1 | 2% | -14% | -1%
43 | CCOC(=O)c1c(NC(=O)C2CCCN(S(=O)(=O)c3ccc(C)cc3)C2)sc2c1CCCC2 (stereo not drawn) | -2% | 0% | -6%
44 | CC(C)(C)OC(=O)C[C@@H]1C/C=C\C[C@H](CC(=O)N(CCO)Cc2ccccc2)C(=O)N[C@@H](Cc2c[nH]c3ccccc23)COC1=O | -15% | x | -1%
45 | COC(=O)CCNC(=O)c1ccc2[nH]c(C)c(C)c2c1 | 0% | 11% | -2%
46 | CCc1cccc(C)c1NC(=S)N(CCCN1CCOCC1)Cc1cccnc1 | -1% | -23% | -4%
47 | COc1ccc([C@H]2CC(=O)C=C(c3ccc(NC(C)=O)cc3)C2)cc1OC | 0% | x | -3%
48 | COc1ccc(CCNC(=O)CN2CCC(n3nnc4cc(F)ccc43)CC2)cc1OC | 8% | 0% | 2%
49 | COc1ccccc1N1CCN(C(c2cccs2)C(C)NC(=O)C(=O)N2CCCCC2)CC1 (stereo not drawn) | 15% | -15% | 0%
50 | O=C(/C=C/c1cccc(C(F)(F)F)c1)OCC(=O)N1CCN(c2ccccc2)CC1 | 6% | x | -2%
51 | CN(N)C(=S)NCc1ccccc1 | -5% | 2% | 2%
52 | Cc1ccc(C2=NS(=O)(=O)N(C)C(C(=O)Nc3ccc(F)cc3F)=C2)cc1 | 0% | -10% | u
53 | COc1cc(S(=O)(=O)n2ccnc2)ccc1Br | -6% | -1% | -2%
54 | CCn1c(-c2csc(-c3ccccc3)n2)n[nH]c1=S | 0% | 4% | x
55 | CCCC1CC(C)(/C(C)=N\NC(N)=S)OC1=O (stereo not drawn) | 0% | -1% | -2%
56 | CCN(CC)CCN(C(=O)c1ccc2c(c1)CCCC2)c1nc2cc(OC)c(OC)cc2s1 | -4% | -17% | -10%
57 | Cc1ccc(C2C(C#N)C(C#N)N3CCCN23)cc1 (stereo not drawn) | -2% | -4% | 22µM*
58 | CC(C)c1nc(SCC(=O)N2CCCC2)c2ccccc2n1 | 2% | 8% | 2%
59 | COc1cc2[nH]c(=S)nc(NC3CCCCCC3)c2cc1OC | 45µM* | -5% | -6%
60 | CCN(CC)S(=O)(=O)c1ccc2c(c1)nc(SCn1nnc3ccccc3c1=O)n2CC | 0% | 19% | 2%

Record cards, from the list above:
CCN(CC)S(=O)(=O)c1ccc2c(c1)nc(SCn1nnc3ccccc3c1=O)n2CC is entered as FEN1 inh: 0%; N370S GC: 19%; KAT2A inh: 2%
CC(C)c1nc(SCC(=O)N2CCCC2)c2ccccc2n1 is entered as FEN1 inh: 2%; N370S GC: 8%; KAT2A inh: 2%

Next part
# | mol | FEN1 inh | N370S GC | KAT2A inh
61 | Cc1cc(C(F)(F)F)c(C#N)c(=O)[nH]1 | 9% | u | 1%
62 | COc1cc(/C=N\Nc2nc(-c3cccs3)c(NC(C)=O)s2)ccc1O | -18% | 1% | 3%
63 | CCc1ccc(NC(=O)Nc2cc(C(=O)NCC3CCCO3)ccc2N2CC3CC(C2)c2cccc(=O)n2C3)cc1 (stereo not drawn) | 10% | -2% | -5%
64 | CSc1ccccc1OCc1cc(C(=O)NCCC2CCCCO2)no1 (stereo not drawn) | -12% | 0% | -2%
65 | Cc1ccc(S(=O)(=O)c2nc(S(C)(=O)=O)sc2N(C)C)cc1 | -7% | -13% | -4%
66 | Cn1nnc2c(N3CCCCC3)nccc21 | 0% | 0% | -2%
67 | Cc1ccc(NC(=O)C2CCC(CNC(=O)[C@@H]3Cc4ccccc4CN3)CC2)cc1 (stereo partly drawn) | -12% | 3% | -13%
68 | COc1ccc(CN2CCC(CNC(=O)NC3CCCCC3)CC2)cc1 | 5% | 3% | 0%
69 | CC(=O)c1ccc(NC(=O)c2cccc(N3C(=O)c4ccccc4C3=O)c2)cc1 | -3% | -2% | -4%
70 | O=C(Nc1noc2ccccc12)c1cccc(F)c1 | 2% | x | -5%
71 | O=C(COC(=O)/C=C/c1ccco1)Nc1ccc(F)cc1Cl | 12% | -4% | -11%
72 | COc1cc(/C=N/Nc2ccc(Cl)c(C(=O)O)c2)ccc1OC(=O)c1ccco1 | -1% | 3% | -12%
73 | CC1=C(C(=O)NCc2ccc(Cl)cc2)C2(CCCCC2)OC1=O | -15% | x | -1%
74 | COc1ccc(-c2ccc(CO)o2)cc1N | 4% | 11% | -7%
75 | CCCC(=O)C1CCN(Cc2ccccc2)CC1 | -1% | 1% | -3%
76 | CC(=O)Nc1cccc(NS(=O)(=O)c2cn(C)c(=O)n(C)c2=O)c1 | -8% | -19% | -4%
77 | Cc1ccc(-c2nnc(Nc3ccc(OCC(N)=O)cc3)c3ccccc23)cc1S(=O)(=O)N(C)C | u | x | 1%
78 | S=C(NCCc1ccccc1)NC1CCCCCC1 | -18% | 8% | 5%
79 | O=C(CCCN1C(=O)c2ccccc2C1=O)Nc1ccc(Br)cn1 | -3% | -1% | 2%
80 | Cc1ccc(C(=O)Nc2nc3ccccc3[nH]2)cc1 | 4% | -10% | -1%
81 | NC(=O)CC(NC(=O)c1ccc(Br)cc1)c1ccc(N2CCN(c3ccccc3)CC2)c([N+](=O)[O-])c1 (stereo not drawn) | 15% | -6% | 4%
82 | C=Cc1ccc(Cn2c(C)c(CNCCc3ccccc3C)c(C(=O)O)c2C)cc1 | -14% | x | -4%
83 | Cc1ccsc1/C=N/NC(=O)C(=O)NCC(C)C | -8% | 9% | -3%
84 | NS(=O)(=O)c1ccc(NC(=O)COC(=O)CCNC(=O)NC23CC4CC(CC(C4)C2)C3)cc1 | -11% | 3% | -5%
85 | C=CCc1ccccc1OCC(O)CNC(=O)c1ccccc1C(=O)O (stereo not drawn) | -4% | -5% | -6%
86 | CC(C)(C)c1cc(CP(=O)(c2ccccc2)c2ccccc2)cc(C(C)(C)C)c1O | 3% | -11% | -29%
87 | C[C@@H]1O[C@@H](O[C@@H]2[C@@H](O)[C@H](OCCc3ccc(O)c(O)c3)O[C@H](CO)[C@H]2OC(=O)/C=C/c2ccc(O)c(O)c2)[C@H](O)[C@H](O)[C@H]1O | u | x | -3%
88 | CCC(C(=O)NCc1ccccc1Cl)n1c(=O)c2cccn2c2ccccc21 (stereo not drawn) | -18% | x | -13%
89 | Cc1nn2c(Nc3ccccc3)c3c(nc2c1-c1ccccc1)CCC3 | -3% | 2% | -12%
90 | CC1CC2=C(C(=O)O1)C(c1ccccc1)Nc1ccccc1N2 (stereo not drawn) | -3% | 2% | -6%
91 | Cc1ccccc1-c1nccc(NCc2cccnc2)n1 | x | -7% | -13%
92 | C=Cc1c(C)c2cc3nc(cc4[nH]c(cc5nc(cc1[nH]2)C(C)=C5CCC(=O)O)c(CCC(=O)OC)c4C)[C@@]1(C)C3=CC=C(C(=O)OC)[C@H]1C(=O)OC (tested in a mixture with another compound) | x | u | 4%[21.4 µM]
93 | Cn1cc(Br)c(C(=O)Nc2sc3c(c2C#N)CCC3)n1 | -1% | -15% | -1%
94 | COc1ccc(Cl)cc1NC(=O)c1noc2c1CCc1ccccc1-2 | 3% | x | 3%

Sorted by count of non-hydrogen atoms (falling): some entries from above
# | mol | FEN1 inh | N370S GC | KAT2A inh
94 | COc1ccc(Cl)cc1NC(=O)c1noc2c1CCc1ccccc1-2 | 3% | x | 3%
90 | CC1CC2=C(C(=O)O1)C(c1ccccc1)Nc1ccccc1N2 (stereo not drawn) | -3% | 2% | -6%
91 | Cc1ccccc1-c1nccc(NCc2cccnc2)n1 | x | -7% | -13%
83 | Cc1ccsc1/C=N/NC(=O)C(=O)NCC(C)C | -8% | 9% | -3%
